# PME-1 primary: PME-1 (human) inhibition; AID 2130; 0.53% of 320,000 active; inhibition, % at 5.9 µM; recombinant PME-1, FP-Rh probe fluorescence polarization; Q9Y570;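 active = inhibition above the campaign mean of all compounds plus 3 SD, cut at about 26% in these data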;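 note: competitive labeling of PME-1 active site by serine hydrolase directed probe; 0% = PME-1 with DMSO and 100% = wells lacking PME-1 enzyme; inhibitors block probe labeling so polarization falls and inhibition rises; many of its hits are not listed in these tables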
# MCL1 BIM primary: inhibitors of human MCL1 binding to BIM-BH3 peptide; Q07820; GST-MCL1 / FITC-Bim-BH3 fluorescence polarization; inhibition, % at 10.9 µM; 0.68% of 320,000 active; AID 2057;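 active = inhibition above the mean inhibition of all tested compounds plus 3 SD, set per campaign, cut at about 40% in these data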;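 note: 0% = DMSO wells and 100% = unlabeled Bim-BH3 peptide control; higher means more loss of mP so more displacement of Bim peptide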
# Target sequence (Q07820 whole entry, looked up): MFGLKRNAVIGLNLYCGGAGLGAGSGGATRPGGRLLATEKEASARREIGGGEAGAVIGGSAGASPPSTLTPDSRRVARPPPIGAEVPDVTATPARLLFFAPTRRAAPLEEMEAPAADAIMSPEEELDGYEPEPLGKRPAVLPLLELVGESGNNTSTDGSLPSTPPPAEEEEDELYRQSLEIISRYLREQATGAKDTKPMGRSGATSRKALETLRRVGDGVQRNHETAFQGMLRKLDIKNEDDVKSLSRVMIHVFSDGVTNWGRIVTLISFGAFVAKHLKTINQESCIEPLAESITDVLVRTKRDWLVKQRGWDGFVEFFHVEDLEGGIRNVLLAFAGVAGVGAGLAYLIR
# MEX-5 binding: C. elegans MEX-5 TCR-2 RNA binding activity. AID 1832. MEX-5/FITC-TCR2 RNA binding, fluorescence polarization; stronger effect = lower value. 0.38% of 300,000 active. activity score (negative = inhibition of binding), % at 10 µM;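 active = inhibition past about -25% in most replicates, and total fluorescence under double the plate's negative control median, limit read from the data; inconclusive = replicates evenly split on the limit, or fluorescence at least double controls; inactive = too little inhibition in most replicates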;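 note: 0% = DMSO and -100% = 5 µM competing unlabeled TCR2 RNA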
# pPAFAH FP inh: pPAFAH (human) enzyme inhibition | inhibition, % at 3.39 µM | recombinant pPAFAH, FP-rhodamine probe fluorescence polarization | Q13093 | 1.5% of 330,000 active;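 active = inhibition above the mean inhibition across the screen plus 3 SD, cut at about 25% in these data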;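 note: inhibitors block binding of the rhodamine activity-based probe so polarization drops; 0% = enzyme with DMSO and 100% = wells lacking pPAFAH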
# BCLXL inh: inhibitors of human Bcl-xL. 0.7% of 320,000 active. inhibition, % at 10.9 µM. Q07817. AID 2129. GST-Bcl-xL / FITC-Bim BH3 peptide fluorescence polarization;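 active = inhibition above the mean of all tested compounds plus 3 SD, cutoff set per campaign, cut at about 30% in these data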;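 note: 0% = DMSO wells and 100% = unlabeled Bim-BH3 peptide competitor; inhibitors lower millipolarization by displacing the labeled peptide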
# AHR activator: activates the human aryl hydrocarbon receptor; AHR-responsive luciferase reporter cells, luminescence; activation, % at 5 µM; 2.5% of 320,000 active; in the data active = activation above about 47%;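 note: 0% = vehicle wells and 100% = reference agonist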
# PAFAH1B2 inh: PAFAH1B2 (human) inhibition. 1.2% of 340,000 active. AID 492953. inhibition, % at 3.39 µM. P68402. recombinant PAFAH1B2, FP-rhodamine activity probe, fluorescence polarization;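 active = inhibition above the mean of all tested compounds plus 3 SD, cut at about 24% in these data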;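 note: 0% = enzyme with DMSO and 100% = wells lacking PAFAH1B2; many of its hits are not listed in these tables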
# Target sequence (P68402 whole entry, looked up): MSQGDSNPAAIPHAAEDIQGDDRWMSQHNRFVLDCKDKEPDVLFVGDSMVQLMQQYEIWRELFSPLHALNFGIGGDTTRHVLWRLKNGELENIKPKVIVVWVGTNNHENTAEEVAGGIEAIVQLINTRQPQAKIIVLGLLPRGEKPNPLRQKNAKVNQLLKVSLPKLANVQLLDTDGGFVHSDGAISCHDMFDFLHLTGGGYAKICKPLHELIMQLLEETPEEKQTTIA
# Fam108B inh: Fam108B inhibition, counter-screen for RBBP9 inhibitors. inhibition, % at 9.51 µM. recombinant Fam108B, FP-Rh probe fluorescence polarization. 0.33% of 300,000 active. AID 1947;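 active = inhibition above the screen mean inhibition plus 3 SD, computed separately per campaign, cut at about 18% in these data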;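 note: inhibitors lower polarization as less probe binds the enzyme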
# GLD-1 TGE inh: GLD-1-TGE RNA interaction inhibition (C. elegans). 0.44% of 320,000 active. purified GLD-1 + fluorescein TGE RNA, fluorescence polarization. inhibition, % at 5.96 µM;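 active = percent inhibition above a per-plate cutoff, the plate mean of test compounds plus 3 SD, cut at about 30% in these data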;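 note: 0% = DMSO wells with GLD-1 and probe and 100% = wells lacking GLD-1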
# Target sequence (Q17339 whole entry, looked up): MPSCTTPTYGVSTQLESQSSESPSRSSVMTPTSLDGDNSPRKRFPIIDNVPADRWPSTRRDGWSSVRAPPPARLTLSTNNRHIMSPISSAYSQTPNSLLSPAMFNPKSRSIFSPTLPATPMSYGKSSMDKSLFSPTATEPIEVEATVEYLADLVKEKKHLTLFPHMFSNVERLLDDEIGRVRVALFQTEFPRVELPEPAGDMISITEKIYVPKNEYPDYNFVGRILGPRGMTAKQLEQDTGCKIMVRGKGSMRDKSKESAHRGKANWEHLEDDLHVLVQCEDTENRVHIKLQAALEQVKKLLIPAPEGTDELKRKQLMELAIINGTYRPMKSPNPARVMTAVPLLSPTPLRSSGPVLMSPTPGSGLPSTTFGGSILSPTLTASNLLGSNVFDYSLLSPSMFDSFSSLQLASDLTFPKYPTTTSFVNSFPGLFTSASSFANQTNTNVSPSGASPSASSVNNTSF
# Active calls of the source: *; u = inconclusive; x = no result given. Only part of the results is shown, so the mix of outcomes need not match the whole.
SMILES,PME-1 primary,MCL1 BIM primary,MEX-5 binding,pPAFAH FP inh,BCLXL inh,AHR activator,PAFAH1B2 inh,Fam108B inh,GLD-1 TGE inh
O=C(Nc1cc(Cl)ccc1N1CCOCC1)c1cccnc1,4,1,0.2,3,6,3,3,1,3
O=C(CN(C1CCCCC1)S(=O)(=O)c1ccc(Cl)cc1)NCc1ccncc1,1,5,-0.5,2,-2,1,-1,-4,4
COc1ccc(-c2csc(N(CCCN(C)C)C(=O)c3ccc(C)cc3)n2)cc1,1,12,2.2,0,2,-1,3,-3,-14
O=[N+]([O-])c1ccc(N2CCCC2)nc1N1CCCC1,-2,0,0.5,4,2,1,6,-3,-1
Cc1ccc(C(C)C)cc1S(=O)(=O)NCc1cccnc1,4,-5,-1.0,-2,-3,4,7,2,-7
CCCOC(=O)NC1CCS(=O)(=O)C1 (stereo unspecified),1,2,0.9,0,-2,2,-3,4,2
CCCCCCNC(=O)CNC(=S)N(Cc1cccs1)C1CCCCC1,3,1,0.6,9,3,0,8,0,7
CC(C)c1nc2oc3c(N(C)CCO)ncnc3c2c2c1CCC2,1,-7,1.5,-2,3,23,6,1,2
CCn1c2ccccc2c2nn(C)c(=N)nc21,3,-14,-0.7,2,-4,3,1,-1,4
Cc1ccc(N(CC(=O)NCC(O)c2ccccc2)S(=O)(=O)c2ccc(C)cc2)cc1 (stereo unspecified),4,0,0.5,0,5,0,0,1,-5
CCN(CC)C(=O)CSC1=Nc2ccccc2C2=NC(Cc3c[nH]c4ccccc34)C(=O)N12 (stereo unspecified),7,9,-0.2,3,5,14,3,2,-2
CC1CCCCC1NC(=O)CN1C(=O)NC(Cc2ccccc2)(Cc2ccccc2)C1=O (stereo unspecified),-5,-7,-0.7,5,-5,-1,9,0,2
C[C@H](CO)N1C[C@H](C)[C@@H](CN(C)C(=O)NC2CCCCC2)Oc2c(NC(=O)Nc3ccc(C(F)(F)F)cc3)cccc2C1=O,x,x,x,1,x,-2,8,x,8
COc1ccc(S(=O)(=O)Nc2ccccc2C(=O)N2CCOCC2)cc1C,-7,-5,0.3,-5,0,0,2,6,2
Nc1ccc(C(=O)c2cccs2)cc1,-1,2,3.1,-2,1,9,-4,2,4
COc1ccc(Cn2c(-c3ccc(OC)cc3)nc3c(c(=O)c4ccccc4n3C)c2=O)cc1,-9,-5,1.8,0,-2,-2,x,-3,1
Cc1ccc2nc(SC(C(=O)c3ccccc3)c3ccccc3)nc(C)c2c1 (stereo unspecified),-4,4,3.3,2,3,4,-5,1,6
O=C(NCCCn1ccnc1)c1ccc(F)cc1,-5,5,1.0,-1,3,34,4,-1,-3
CN1C(=O)CSc2ccc(NC(=O)N3CCOCC3)cc21,6,5,-1.8,5,8,5,2,-1,-2
CCCCN1C(=O)C(O)=C(C(C)=O)C1c1ccccc1 (stereo unspecified),-4,9,1.2,4,7,6,2,-4,-8
CCOC(=O)N1CCC(NC(=O)CS(=O)(=O)Cc2nc(-c3ccc(OC)cc3)oc2C)CC1,4,1,-1.7,-2,2,1,6,3,-5
CC1CCC(NC(=O)CCS(=O)(=O)c2ccc3c(c2)CCN3C(=O)C2CC2)CC1 (stereo unspecified),0,5,0.1,4,0,0,-4,2,7
Cc1c(NC(=O)c2ccc3ncccc3c2)c(=O)n(-c2ccccc2)n1C,-2,-1,0.2,2,4,1,1,5,-1
CC(=O)c1cc2c(cc1NC(=O)CN1CCCCC1C)OCO2 (stereo unspecified),0,-5,-1.7,9,0,19,5,1,-4
O=C(OCCN1C(=O)c2cccc3c(N4CCOCC4)ccc(c23)C1=O)c1ccc(Cl)cc1Cl,-12,63*,u,-2,39*,4,4,-6,73*
Cc1cc(-c2n[nH]c(=S)n2-c2ccccc2)nn1C,1,-5,0.8,5,-3,3,0,2,5
Cc1cc(C)cc(NC(=O)CSc2ncc(S(=O)(=O)c3ccccc3)c(=O)[nH]2)c1,6,3,-0.2,-2,6,1,x,-2,1
Cc1ccc(Nc2ccc([N+](=O)[O-])nc2[N+](=O)[O-])cc1,4,-7,-1.4,6,2,2,-2,0,-2
Cc1cc(C)cc(N(CCC#N)C(=O)COC(=O)Cn2[nH]c(=O)c3ccccc3c2=O)c1,x,x,x,-2,x,2,6,x,3
COc1ccc(N2CCN(CC(O)COc3cc(C)cc(C)c3)CC2)cc1 (stereo unspecified),1,12,3.9,0,6,5,1,3,5
Cc1ccc(-c2cc(C(F)(F)F)n3ncc(C(=O)N4CCCCC4c4cccnc4)c3n2)cc1 (stereo unspecified),4,0,0.7,7,1,5,3,2,6
CC1CCCC(C)N1C(=O)CSc1nnc(-c2c[nH]c3ccccc23)o1 (stereo unspecified),-7,2,-0.4,14,-3,-1,3,0,3
COC(=O)c1c(NC(=O)CN2C(=O)NC3(CCC(C(C)(C)C)CC3)C2=O)sc2c1CCCCC2 (stereo unspecified),0,16,1.0,3,2,0,5,-3,3
CCOc1cc(C=C2C(=O)c3ccccc3C2=O)ccc1OCC(=O)Nc1ccc(C)cc1,2,20,-36*,5,15,18,0,1,6
COc1ccc(-c2noc(COc3ccc(Cl)c(C)c3)n2)cc1,-5,5,-2.4,6,3,-6,-1,1,2
Cc1ccnc2nc(C(=O)OCC(=O)c3c[nH]c4ccccc34)nn12,-1,0,-5.8,-3,3,19,2,3,-2
CSCC(=O)NS(=O)(=O)c1ccc(C)cc1,2,5,-1.1,1,2,5,-4,2,6
CC(=O)c1ccc(NC(=O)C(C)Sc2nnc(-c3ccncc3)n2C2CC2)cc1 (stereo unspecified),x,x,x,-1,x,-1,-2,x,-5
CC1CCCCN1C(=O)c1cccc(NC2=C(Cl)C(=O)N(Cc3ccccc3)C2=O)c1 (stereo unspecified),9,-2,x,-1,-3,1,-3,x,0
Cc1cccc(C2Nc3ccccc3C(=O)N2CCc2ccccc2)n1 (stereo unspecified),4,2,-1.3,4,1,10,1,-1,0
O=C(N=C1SC2CS(=O)(=O)CC2N1c1ccc(OC(F)(F)F)cc1)C1CC1 (stereo unspecified),-4,5,-1.4,2,10,0,-3,1,6
O=C(CCNC(=O)c1ccc(Cl)cc1)Nc1ccccc1N1CCCC1,5,1,1.1,6,4,0,-1,-2,9
COc1ccc(OCC(=O)N2CCN(C(=O)COc3ccccc3)CC2)cc1,-8,-2,1.3,5,3,0,7,-1,-5
CC(C)NC(=O)c1ccc(CNC(=O)OCC(F)(F)F)cc1,-11,4,1.9,-1,1,0,4,1,0
CC1CCN(Cc2c(C(=O)N3CCc4ccccc4C3)nc3ccc(Cl)cn23)CC1,-3,13,-1.7,-2,13,6,-5,0,17
CCOc1ccc(N/C=C/C(=O)c2ccc3ccccc3c2)c([N+](=O)[O-])c1,4,-1,1.0,1,4,-6,2,2,-5
O=c1nc2scc(-c3ccccc3)n2c2ccccc12,0,8,0.6,-4,8,6,5,3,4
COc1cccc(CN(C)CC(=O)NC(=O)NCc2ccco2)c1,5,8,-0.1,11,5,-3,1,4,-12
CC(=O)NCCn1c(SCC(=O)NCc2ccco2)nc2ccccc2c1=O,-2,4,1.8,1,2,-2,-6,1,3
Cc1ccc([C@@H]2CC=C(C(=O)O)[C@H](c3ccc(C(C)(C)C)cc3)N2S(=O)(=O)c2ccc(C)cc2)cc1,x,x,x,15,x,-1,87*,x,2
CC1CCCN(S(=O)(=O)c2ccc(CN3C(=O)c4cccnc4C3=O)cc2)C1 (stereo unspecified),0,4,0.8,3,1,4,1,-2,-4
CCN(CC(=O)Nc1ccc(NC(C)=O)cc1)C(=O)c1ccccc1Sc1ccccc1C#N,2,1,x,-1,0,22,-2,x,6
O=c1c2ccccc2nnn1CCO,-2,6,-1.0,1,7,-1,-2,1,3
CCc1nc2c3cnn(-c4cc(Cl)ccc4C)c3ncn2n1,3,9,-1.6,-1,1,7,2,-3,0
O=C(CCN1CCN(Cc2ccccc2)CC1)NNC(=O)c1cc2ccccc2o1,x,x,x,3,x,0,2,x,5
O=C(N/N=C/c1ccc(O)c(O)c1)c1cc(-c2ccccc2)nc2ccccc12,12,25,-3.0,23,6,4,4,11,-3
O=C(CSc1ccccc1)NC(=O)NCc1ccccc1,-1,5,1.8,6,6,8,32*,-3,-4
O=C1NC(c2ccccc2OC(F)F)Oc2ccccc21 (stereo unspecified),-2,-4,-1.0,0,0,1,1,6,-4
Cn1c(SCC(=O)Nc2nccs2)nnc1C1CC1,4,-8,0.2,-1,-6,6,5,-2,-5
CCOc1ccc(NC(=O)c2cc3c(C)nc4ccccc4c3o2)cc1,-34,5,-3.7,0,1,-5,4,-4,1
# New compounds follow.
SMILES,PME-1 primary,MCL1 BIM primary,MEX-5 binding,pPAFAH FP inh,BCLXL inh,AHR activator,PAFAH1B2 inh,Fam108B inh,GLD-1 TGE inh
COc1cc(/C=c2\s/c(=C(/C#N)C(=O)N3CCCC3)n(-c3ccccc3)c2=O)ccc1O,-90,-8,u,-18,-6,1,-54,-90,-9
COc1ccccc1NC(=S)Nc1ccc2cn[nH]c2c1,-1,5,0.2,1,2,47,-1,-4,-3
COC(=O)c1cc(NS(=O)(=O)c2ccc(F)cc2)ccc1N1CCOCC1,-1,2,0.1,9,5,1,6,-2,1
C=CCNC(=O)COc1coc(CN2CCN(C(=O)c3ccco3)CC2)cc1=O,1,5,0.1,16,3,-2,1,1,4
Cc1ccccc1C(=O)NNC(=O)c1ccc(F)cc1,1,3,-0.7,5,4,-1,-4,-3,8
Cc1ccc(CNC(=O)C2CCCCN2S(=O)(=O)c2ccccc2)cc1 (stereo unspecified),4,-7,-1.7,0,-2,-1,3,-3,6
O=C(Cc1ccccc1)NCc1ccc(-n2cccc2)cc1,-9,2,0.7,9,5,2,-1,-5,-3
O=C(CCc1ccccc1)Nc1ccnn1C1CCN(Cc2ccc(OCCO)cc2)CC1,-1,-11,0.8,5,3,0,-1,-2,-1
CC1(C)CC(NC(=O)c2cc(S(=O)(=O)N3CCCCC3)ccc2Cl)CC(C)(C)N1,-3,1,1.6,2,1,-3,-2,-2,5
Cc1ccc(OCCCn2ccnc2)cc1C,1,9,2.1,0,9,18,0,-1,-1
Cc1ccc(C(=O)OC(C)CN2CCN(C)CC2)cc1 (stereo unspecified),1,-4,-0.7,-6,-2,-2,-2,1,-1
CCCS(=O)(=O)N1CCN=C1SCc1ccc(F)cc1,-4,-1,0.4,4,7,1,4,3,2
CCOc1ccc(N(CC(=O)NCCc2ccccc2)S(=O)(=O)c2ccccc2)cc1,1,5,1.9,2,6,2,3,-1,4
O=C(CSc1n[nH]c(=O)n1Cc1ccco1)c1ccc(F)cc1,5,0,-0.5,2,1,2,x,5,-1
Cc1ccc(C(=O)N(C)Cc2ccc(N3CCOCC3)cc2)cc1S(=O)(=O)NCc1ccccc1,9,-3,x,1,3,3,0,x,-5
CCOC(=O)c1c(C)n(C)c2ccc(OCC(O)Cn3c(C)nc4ccccc43)cc12 (stereo unspecified),9,4,1.7,4,7,7,-1,-1,7
CCOc1ccccc1CNC(=O)C1CCCN(c2ncnc3c2nc2n3CCCCC2)C1 (stereo unspecified),15,-7,2.3,-1,3,3,14,4,0
O=C(CCC(=O)NNC(=O)c1ccccc1[N+](=O)[O-])NCc1ccccc1,-2,-1,-0.5,3,1,1,x,4,-3

# Some entries already given with just AHR activator and Fam108B inh.
SMILES	AHR activator	Fam108B inh
O=C(CSc1n[nH]c(=O)n1Cc1ccco1)c1ccc(F)cc1	2	5
Cc1ccc(C(=O)OC(C)CN2CCN(C)CC2)cc1 (stereo unspecified)	-2	1

# Source: PubChem (several laboratories)
